hcDAF12 agonist = activators of H. contortus DAF-12 nuclear receptor; 370,000 compounds, 1.4% hits; activation, % at 6.8 µM; HEK293 hcDAF-12 lit1-tk-luc reporter, luminescence; 0% DMSO, 100% Δ7-dafachronic acid; AID 652067;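 active = activation above the mean of all tested compounds plus 3 SD, cut at about 5.5% in these data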;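 also: 100% = response to 3 µM Δ7-dafachronic acid high control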
ssDAF-12 act = S. stercoralis DAF-12 activation, primary screen. HEK293 ssDAF-12/GRIP1 lit1-tk-luc reporter, luminescence; % of 3 µM dafachronic acid response. AID 652126. activation, % at 6.8 µM. 370,000 compounds, 1% hits;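 active = activation above the mean over all tested compounds plus 3 SD, cut at about 0.9% in these data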;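 also: 0% = DMSO-only wells and 100% = 3 µM delta7-dafachronic acid wells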
MBD2 inh = MBD2-methylated oligo binding inhibition; TR-FRET, MBD2 binding to methylated oligonucleotide; Q9UBB5; 370,000 compounds, 0.31% hits; AID 686964; inhibition, % at 4.4 µM; in the data active = inhibition above about 13%
Rev-erbA mod = modulators of human Rev-erb alpha DNA binding. activity, % at 10 µM. Rev-erbα–FITC-DNA binding, fluorescence polarization, 90 min. 370,000 compounds, 0.79% hits. P20393;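 active = activity above about 14%, limit read from the data; passing the limit was not always enough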;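 also: 0% = DMSO wells with 35 nM protein and 100% = DMSO wells with 750 nM protein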
hgDAF12 agonist = activates the H. glycines DAF-12 receptor ligand-binding domain; HEK293 GAL4-hgDAF12 UAS-luciferase reporter, agonist luminescence; normalized to butyrate control; activation, % at 6.8 µM; 370,000 compounds, 1.8% hits;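 active = activation above a cutoff set at the mean of all screened compounds plus 3 SD, cut at about 10% in these data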;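 also: 0% = DMSO wells and 100% = sodium butyrate wells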
DAX1 inh-1 = blocks DAX1 repression of SF-1 activated StAR promoter; HEK293T StAR-luciferase reporter, SF-1/DAX-1 repression relief; inhibition, % at 6.8 µM; 370,000 compounds, 1.1% hits; AID 652010;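 active = inhibition above the mean over all tested compounds plus 3 SD, cut at about 3.6% in these data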;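 also: 0% = DAX-1 cells with DMSO and 100% = cells lacking DAX-1 with DMSO; higher inhibition means more luminescence from relief of DAX-1 repression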
PLCb3 inh = inhibitors of human phospholipase C beta3; Purified PLC-beta3, fluorogenic substrate, fluorescence; 370,000 compounds, 0.18% hits; AID 720704; Q01970; inhibition, % at 12.2 µM; in the data active = inhibition above about 11%;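 also: 0% = median of compound wells on plate and 100% = full blocker control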
Target sequence (Q01970 whole entry, looked up): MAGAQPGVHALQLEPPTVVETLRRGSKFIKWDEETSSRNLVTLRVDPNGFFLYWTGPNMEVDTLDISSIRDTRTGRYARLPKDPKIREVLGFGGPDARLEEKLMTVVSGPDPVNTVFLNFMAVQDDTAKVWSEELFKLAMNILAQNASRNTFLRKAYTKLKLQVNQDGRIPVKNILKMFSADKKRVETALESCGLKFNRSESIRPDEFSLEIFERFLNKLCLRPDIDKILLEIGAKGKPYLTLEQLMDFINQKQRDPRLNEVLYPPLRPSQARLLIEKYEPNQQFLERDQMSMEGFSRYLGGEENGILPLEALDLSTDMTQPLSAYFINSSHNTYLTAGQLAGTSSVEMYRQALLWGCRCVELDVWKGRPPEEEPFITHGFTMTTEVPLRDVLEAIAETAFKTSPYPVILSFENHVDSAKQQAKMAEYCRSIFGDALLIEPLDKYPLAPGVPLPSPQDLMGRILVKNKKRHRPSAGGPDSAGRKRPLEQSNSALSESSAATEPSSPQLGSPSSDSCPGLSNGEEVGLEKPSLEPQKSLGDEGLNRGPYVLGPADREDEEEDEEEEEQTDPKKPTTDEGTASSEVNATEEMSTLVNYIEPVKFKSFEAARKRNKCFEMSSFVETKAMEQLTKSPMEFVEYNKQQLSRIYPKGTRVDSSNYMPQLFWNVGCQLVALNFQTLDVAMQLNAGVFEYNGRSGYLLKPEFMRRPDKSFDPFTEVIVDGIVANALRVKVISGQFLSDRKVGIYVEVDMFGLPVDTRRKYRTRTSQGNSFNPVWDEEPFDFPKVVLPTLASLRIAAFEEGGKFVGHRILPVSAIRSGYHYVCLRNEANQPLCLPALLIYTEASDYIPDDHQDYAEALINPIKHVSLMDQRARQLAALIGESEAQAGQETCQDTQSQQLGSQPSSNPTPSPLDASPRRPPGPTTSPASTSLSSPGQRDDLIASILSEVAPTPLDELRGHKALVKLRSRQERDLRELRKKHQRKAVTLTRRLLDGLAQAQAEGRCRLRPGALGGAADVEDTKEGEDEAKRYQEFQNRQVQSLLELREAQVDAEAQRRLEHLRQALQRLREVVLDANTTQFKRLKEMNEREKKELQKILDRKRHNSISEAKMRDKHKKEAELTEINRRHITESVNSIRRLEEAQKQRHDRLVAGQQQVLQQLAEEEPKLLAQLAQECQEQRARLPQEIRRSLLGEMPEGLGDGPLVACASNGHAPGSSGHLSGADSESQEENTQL
ADAM17 inh = inhibits human ADAM17 | 370,000 compounds, 0.83% hits | inhibition, % at 6.95 µM | recombinant ADAM17, EDANS/DABCYL FRET peptide cleavage | AID 720648 | P78536;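 active = inhibition above the mean of compounds lying between control limits plus 3 SD, set per campaign, cut at about 8.5% in these data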;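 also: 0% = DMSO-only wells as the low control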
DAX1 inh-2 = inhibits human nuclear receptor DAX1 | HEK293 Gal4-DAX1 luciferase reporter, luminescence | P51843 | inhibition, % at 6.75 µM | AID 504766 | 340,000 compounds, 0.99% hits;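 active = inhibition above the mean over all tested compounds plus 3 SD, cut at about 4.2% in these data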;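 also: 0% = DAX1-transfected cells with DMSO and 100% = empty-vector control cells with DMSO; inhibition shows as a rise in luminescence from relieved DAX1 repression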
PLCg1 inh = PLC-gamma1 (human) inhibition, primary screen; purified PLC-gamma1, fluorogenic substrate, fluorescence; inhibition, % at 12.2 µM; 370,000 compounds, 0.84% hits; AID 720700; in the data active = inhibition above about 9.5%
SMARCA2 activ = SMARCA2 function activation, primary screen. activation, % at 9.1 µM. MG213 cells, MMTV-luciferase reporter, dexamethasone, overnight. 370,000 compounds, 1% hits; in the data active = activation above about 7.8%;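 also: 0% = vehicle wells and 100% = reference activator wells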
The depositor's hits bear a star; x = no result given.

SMILES | hcDAF12 agonist | ssDAF-12 act | MBD2 inh | Rev-erbA mod | hgDAF12 agonist | DAX1 inh-1 | PLCb3 inh | ADAM17 inh | DAX1 inh-2 | PLCg1 inh | SMARCA2 activ
C=CCn1c(CNC(=O)c2ccccc2F)nnc1SCC(=O)N1CCOCC1 | -1.3 | -0.3 | -4 | 0 | 0.8 | 0.1 | -3 | -2 | 0.1 | -1 | -1
Cc1cc(F)ccc1NC(=O)C(C)n1c2ccccc2c2nc(=O)cc(C)n21 (stereo not drawn) | -0.3 | -1.3 | 4 | 3 | -2.3 | 0.1 | -2 | -5 | 0.1 | -2 | -1
CCCCn1c(=O)c(CCC(=O)OCC(=O)Nc2cccc3ccccc23)nc2ccccc21 | 1.5 | 1.6* | 3 | -2 | -1.6 | -0.3 | 3 | -2 | -0.5 | 1 | -1
C[C@H](O)[C@@H]1CN2CCc3ccc(N4CCOCC4)cc3[C@@H]2C[C@@H]1N(C)C(=O)c1ccccc1F | -1.3 | -1.2 | 4 | 2 | 4.0 | -0.8 | -15 | -6 | x | -11 | 1
O=C(/C=C/c1ccc([N+](=O)[O-])cc1)NCC1CCCO1 (stereo not drawn) | 0.5 | -1.3 | 0 | -4 | 4.3 | -0.2 | 5 | 1 | 0.0 | 5 | 1
CC(C)=CCC/C(C)=C/CN1C(=O)N(c2ccc(F)cc2)[C@H]2C[C@@H](c3ccccc3)[C@@H](C)[C@@H](C(=O)N3CCOCC3)C[C@H]21 | -1.5 | -2.2 | -5 | 12 | -7.0 | -4.5 | -1 | 0 | x | -1 | -8
COc1cccc(C(=O)Nn2cnnc2)c1OC | 1.8 | -1.6 | -5 | 0 | 1.2 | -0.3 | -3 | -1 | 1.5 | 3 | -1
Cc1ccc(NC(=O)CCCc2c[nH]c3ccccc23)nc1 | -0.1 | -0.6 | 8 | -1 | 2.6 | -2.0 | -12 | -5 | 0.7 | 4 | 1
CC(C)(CNS(=O)(=O)c1ccc(F)cc1)CNS(=O)(=O)c1ccc(F)cc1 | -0.8 | -1.9 | 0 | -3 | 1.4 | -0.4 | 1 | 0 | -0.9 | -1 | 2
C[C@@H]1CN([C@@H](C)CO)C(=O)CCCn2cc(nn2)CO[C@H]1CN(C)S(=O)(=O)c1ccccc1 | 0.4 | -0.3 | -2 | -4 | -1.8 | -0.5 | -5 | -2 | 1.4 | -3 | 1
CCN(CC)S(=O)(=O)c1ccc(C)c(NC(=O)Cn2cnc3cc([N+](=O)[O-])ccc3c2=O)c1 | -1.3 | -1.6 | -1 | 2 | 1.0 | -0.4 | -13 | -1 | -1.1 | -4 | 2
Cc1cc(C(C)(C)C)cc(S(=O)(=O)Nc2ccc(C(=O)O)cc2)c1C | -0.8 | -1.1 | 1 | -5 | 1.1 | 0.1 | -5 | -4 | 0.9 | -6 | -2
COc1ccc(OC)c(Nc2nc(-c3sc(NC(=O)CC(C)C)nc3C)cs2)c1 | -2.1 | -1.9 | -5 | -3 | -1.9 | -0.3 | -41 | 0 | -1.3 | -26 | 0
CCOC(=O)c1c(C)[nH]c(C(=O)OCCOc2ccc(Cl)cc2)c1C | 1.5 | -1.5 | -2 | -1 | -2.8 | -0.2 | 1 | 0 | 1.3 | 1 | 1
CC(C)(C)S(=O)(=O)c1ccc2nc3c(n2c1)CCCC3 | -0.8 | -1.2 | -4 | -3 | 0.3 | -0.2 | -166 | -87 | -0.6 | -140 | 2
COC(=O)c1ccc2nc(-c3cccc(Br)c3)c(Cc3ccsc3)n2c1 | -0.2 | -0.9 | 8 | -5 | 0.5 | 3.8* | -45 | -11 | x | -28 | 1
COC(=O)[C@]1(C)N[C@H](CN(C)C(=O)Nc2ccc(OC)cc2)[C@@H]2C(=O)N(Cc3ccccc3)C(=O)[C@@H]21 | -0.1 | 0.1 | 1 | 2 | 3.7 | -0.9 | 1 | -4 | -0.8 | 1 | -3
CC1(Cc2ccc(Cl)c(Cl)c2)C(=O)Nc2ccc(S(=O)(=O)NC3CCCCC3)cc21 (stereo not drawn) | -3.1 | -1.1 | 1 | 1 | -3.7 | 0.3 | 1 | 8 | x | 1 | -8
CC(C)n1c(=O)c2c(O)cc(=O)oc2c2ccccc21 | 2.8 | -0.1 | 3 | -3 | 2.4 | -0.1 | -20 | -5 | 0.8 | -15 | 1
Cc1nc(-c2ccc(S(=O)(=O)N3CCN(Cc4ccccc4)CC3)s2)cs1 | -1.0 | -1.6 | 1 | -3 | -0.2 | -0.3 | -7 | -2 | 0.7 | 1 | -4
COC(=O)CSc1nc(C)c(C(=O)Nc2ccccc2C)c(-c2ccc(Cl)cc2)c1C#N | 1.5 | -1.0 | -9 | 26* | 5.4 | -0.3 | -6 | -1 | -0.6 | -2 | 1
Cc1ccc(NC(=S)N(CCN2CCOCC2)Cc2cc3cc4c(cc3[nH]c2=O)OCCO4)cc1 | -1.9 | -0.6 | 1 | 3 | -0.8 | -0.3 | -41 | -70 | 2.5 | -23 | -1
CCOc1ccccc1C(=O)Nc1ccc(-n2nncc2C(C)(C)C)cc1 | 1.0 | -1.1 | -4 | 3 | -4.8 | -1.3 | 2 | 2 | 1.0 | 4 | 1
CC(C)c1ccccc1NC(=O)COC(=O)CCN1C(=O)/C(=C\C=C\c2ccccc2)SC1=S | -4.0 | -1.7 | 3 | -2 | -3.8 | -0.5 | -3 | -2 | -1.6 | -1 | -7
O=C(C[C@H]1C[C@H](C(=O)N2CCCCC2)[C@@]2(CCc3ccccc3)c3[nH]c4cc(-c5ccco5)ccc4c3CCN2C1=O)NCCN1CCOCC1 | 0.5 | -1.4 | 3 | 1 | -3.3 | -0.9 | -265 | -81 | -0.1 | -194 | -3
COc1ccccc1-c1n[nH]c2c1[C@H](C)CC[C@H]2C(C)C | -1.8 | -1.6 | -6 | 1 | 3.2 | 0.6 | 1 | 2 | 0.1 | -1 | -3
COc1cc2c(cc1OC)C(c1ccccc1O)NCC2 (stereo not drawn) | -0.2 | -0.5 | 2 | -1 | -1.2 | -0.1 | -13 | 2 | 0.8 | -7 | 0
N#Cc1nc(COc2ccc(Cl)cc2)oc1N1CCN(Cc2ccccc2)CC1 | -0.9 | -0.8 | -6 | -4 | 1.1 | -0.7 | 4 | 8.6* | 0.6 | 5 | -1
Cc1ccccc1/C=C/c1nc2ccccc2c(=O)n1CCc1ccccc1 | 0.8 | 0.3 | 2 | 2 | 0.8 | 0.0 | -5 | 0 | -1.5 | -4 | -2
COCCNC(=O)C1(C(F)(F)F)CC(CCCO)CCCO1 (stereo not drawn) | -0.8 | -1.4 | 1 | -4 | -0.6 | 0.2 | 3 | -2 | 0.7 | -1 | 0
CCNC(=O)CC1SC(=Nc2cccc(Cl)c2C)N(C)C1=O (stereo not drawn) | -1.6 | -1.2 | -3 | 2 | -0.3 | -0.9 | 2 | 3 | 0.4 | 2 | 3
CCOC(=O)C1(CC2CC2)CCN(C(=O)c2cc(C3CC3)nc3ccccc23)CC1 | 0.7 | -0.9 | 3 | 5 | -0.1 | -0.6 | 0 | -1 | -0.5 | 1 | 3
Cc1cccc(C)c1NC(=O)CSc1nnc(Cc2ccccc2)o1 | -0.6 | -0.9 | 1 | 3 | -0.8 | -0.6 | 0 | -2 | 2.1 | 0 | 2
CCOC(=O)C1=NOC(Cn2cc(C#N)c(=O)n(C)c2=O)C1 (stereo not drawn) | -1.7 | -0.5 | -5 | -1 | -0.7 | -0.6 | 0 | -2 | 0.6 | -1 | -1
O=C(c1ccc2c(c1)OCO2)[C@@H]1[C@@H]2C(=O)N(C3CCCCC3)C(=O)[C@@H]2C2c3ccccc3C=CN21 (stereo partly drawn) | -1.6 | -0.3 | -7 | 3 | -0.4 | -0.3 | -20 | -2 | 0.1 | -20 | -1
CCC(CC)c1nnc(NC(=O)CCc2ccc(OC)cc2)s1 | -3.0 | -2.0 | 3 | -5 | 1.0 | -0.4 | -6 | 2 | 1.1 | 1 | 1
Cc1c(C(=O)N2CCN(S(=O)(=O)c3ccccc3)CC2)oc2ccc(Br)cc12 | -2.5 | -1.4 | -1 | -4 | -0.4 | 0.4 | -1 | 10* | -0.3 | 6 | 1
O=c1[nH]c(COc2ccc(Cl)cc2Cl)nc2ccccc12 | -0.3 | -0.4 | 1 | 3 | 7.2 | 5.2* | -8 | -39 | 0.5 | 1 | 4
CC(OC(=O)c1ccncc1)C(=O)NC1CCCC1 (stereo not drawn) | -0.3 | -0.1 | -7 | 8 | -3.0 | 0.3 | -3 | -2 | -1.3 | 0 | 2
O=S(=O)(Nc1ccc(-n2cccc2)cc1)c1ccc(F)cc1 | -0.9 | -0.8 | -7 | 3 | -3.2 | -0.4 | -1 | 6 | 0.4 | -1 | 0
Cc1ccc(CNC(=O)CCn2cc(-c3ccc(C)cc3)nc2CCN)cc1 | 0.5 | -0.8 | -2 | 0 | -1.5 | 0.6 | 0 | -3 | 0.0 | 0 | 0
N#Cc1c2n(c3c(=O)n(Cc4ccccc4Cl)cnc13)CCCCC2 | 0.0 | -0.3 | 4 | -3 | -2.2 | 0.5 | 0 | 2 | 1.5 | 2 | -3
NS(=O)(=O)c1ccc(NC(=O)c2ccccc2Cl)cc1 | -1.7 | -0.6 | 2 | -1 | -0.2 | 0.1 | 4 | -1 | -1.5 | 4 | 5
CCCN1CCC(NC(=S)Nc2ccc([N+](=O)[O-])cc2)CC1 | 3.7 | -1.0 | -5 | 7 | -0.3 | 0.6 | 0 | 0 | 2.5 | 1 | 2
CSCCC(NC(=O)c1ccccc1Br)C(=O)NNC(=O)c1ccco1 (stereo not drawn) | -0.8 | -0.2 | -2 | 8 | 0.4 | -1.1 | -8 | 1 | 1.5 | 0 | -3
C=CCCC1CN(Cc2ccc(OC)cc2)S(=O)(=O)c2c(Oc3ccc(C)cc3)cccc2O1 (stereo not drawn) | -1.6 | -0.7 | -1 | 7 | 3.3 | -0.6 | 4 | -1 | x | -1 | 0
Cc1ccc(NC(=O)Cn2cccc2)cc1 | -0.2 | -1.3 | -5 | -1 | -3.4 | 0.1 | 2 | -2 | -1.2 | 1 | 0
O=C(NCc1ccc(OC(F)(F)F)cc1)C1CC(c2ccc(C(F)(F)F)cc2)=NO1 (stereo not drawn) | 0.5 | -0.8 | 0 | -8 | -2.7 | 0.1 | 1 | 8 | 0.0 | 5 | -1
Cc1ccc(S(=O)(=O)N2CCOCC2)cc1NC(=O)COC(=O)/C=C/c1ccc(F)cc1 | -1.1 | -1.3 | 4 | 4 | 3.2 | 0.1 | -1 | -1 | 0.6 | 2 | -1
Cc1ccc(C2=NN(C(=O)c3ccco3)C(O)(C(F)(F)F)C2)cc1 (stereo not drawn) | -0.6 | -1.3 | 4 | -1 | 3.2 | -0.2 | 0 | 3 | 0.1 | -3 | 4
COCCC(=O)N1CCCC(C(=O)c2ccc(Oc3ccccc3)cc2)C1 (stereo not drawn) | -2.6 | -0.8 | 3 | -5 | -2.6 | -1.1 | 1 | -3 | -1.1 | 1 | -4
